# Source: PubChem BioAssay (National Center for Advancing Translational Sciences (NCATS))
# KB-V1 cytotox: kills drug-selected multidrug resistant KB-V1 cells; KB-V1 MDR cells viability, CellTiter-Glo, 72 h; Potency, µM (doses to about 46.1 µM), inactives show at the highest dose activity change, negative = cytotoxicity, actives largely listed as cytotoxic; 400,000 tested, 3.4% active; AID 1347076; further: potency means the concentration at half of the fitted maximal effect; on the % scale 0 is the no-effect control and ±100 the full control effect; nearly all actives have a fitted effect of over 60% in size
#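 Luminescent ATP read-out (CellTiter-Glo, 10 min) measures survival of drug-selected KB-V1 MDR cells after 72 h, 37 degrees C compound exposure. Medium: phenol-red-free DMEM, 10% FBS. Values from fitted concentration-response curves.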
# HEK293 tox: cytotoxicity in counter-screen for GLP-1R inverse agonists | HEK293 cAMP-luciferase reporter cells, luminescence, 24 h | Potency, µM (top dose mostly 38.3 µM), for inactives: at the top dose activity change, negative = inhibition, hits mostly inhibitors | 410,000 tested, 0.13% active | AID 624418;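 further: loss of luciferase light is scored as toxicity; potency means the concentration at half of the fitted maximal effect; on the % scale 0 is the no-effect control and ±100 the full control effect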
#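 Luminescence readout: signal drop marks cytotoxicity. Plated cells grew 12 h at 37 °C, 5% CO2, received 23 nL compound for 24 h, then got luciferase reagent, read after 12 min at RT.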
# HT1080 IDH1KD tx: HT-1080 IDH1 knockdown cell toxicity (counter line); 360,000 tested, 2% active; Potency, µM (top dose mostly 46.1 µM), inactives show at the top dose activity, negative = toxicity, usual class: cytotoxic; HT-1080 IDH1 knockdown viability, ATP luminescence, 48 h;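 further: potency means the concentration at half of the fitted maximal effect; 0% = DMSO wells and -100% = cell-free medium wells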
#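 Assay cells: HT-1080 with IDH1 knockdown, 750 per well, RPMI/5% FBS. Exposure: 48 h at 37 °C following 2 h pre-incubation. Read: CellTiter-Glo luminescence; fitted concentration-response, curve class assigned.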
# MCF10A rereplic: DNA re-replication induction in MCF 10a cells | 350,000 tested, 2.9% active | MCF 10A DNA re-replication, Hoechst nuclear intensity, 48 h | Potency, µM (series often up to 46.1 µM), without a hit: at the top dose activity, positive = re-replication, most hits filed as activators | AID 624296; further: potency means the concentration at half of the fitted maximal effect; % of control where 0% means no effect; nearly all actives have a fitted effect of over 50% in size
# SW480 rerep: induces DNA re-replication in SW480 colon adenocarcinoma cells. Potency, µM (titrated, usually from 46.1 µM), without a hit: at the top dose re-replication activation, actives largely listed as activators. 340,000 tested, 1.8% active. AID 624297. SW480 DNA re-replication, Hoechst DNA content imaging, 48 h; further: potency means the concentration at half of the fitted maximal effect; % of control where 0% means no effect; nearly all actives have a fitted effect of over 55% in size
#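 Image-based read-out: total Hoechst fluorescence of nuclei (405 nm excitation, 500-530 nm emission), with hits raising the fraction of high-intensity nuclei. SW480 colon cells incubated 48 hr with compounds at 37 C.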
# IL1B secr inh: inflammasome signaling inhibition, IL-1 beta readout; THP-1 LPS/ATP IL-1B secretion, AlphaLISA, 16 h; stronger effect = lower value; activity change, % at 57.5 µM; 360,000 tested, 4.7% active; AID 743279; in the data active means activity change below about -50%; inconclusive means mostly about -30% to -49%; further: on the % scale 0 is the no-effect control and ±100 the full control effect
#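 THP-1 cells pretreated 1 hr with compounds (up to 57.5 uM final), then stimulated with LPS (250 ng/mL final) plus ATP (1.25 mM final); secreted IL-1B measured by AlphaLISA after 16 hr, decreased signal indicating inhibition.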
# KB-3-1 cytotox: kills parental KB-3-1 adenocarcinoma cells | KB-3-1 viability, CellTiter-Glo ATP luminescence, 72 h | Potency, µM (doses to about 46.1 µM), for the others: at the top dose activity change, negative = cytotoxic, hits mostly cytotoxic | 400,000 tested, 1.4% active | AID 1347075; further: potency means the concentration at half of the fitted maximal effect; on the % scale 0 is the no-effect control and ±100 the full control effect; nearly all actives have a fitted effect of over 60% in size
#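 Viability of parental KB-3-1 cells, measured by CellTiter-Glo luminescence, followed a 72 h incubation at 37 °C with pinned compounds in phenol-red-free DMEM containing 10% FBS.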
# HT1080-NT tox: kills 2HG-producing HT-1080-NT fibrosarcoma cells | HT-1080-NT fibrosarcoma viability, CellTiter-Glo ATP luminescence, 48 h | Potency, µM (series often up to 46.1 µM), without a hit: at the highest dose activity, negative = less viability, hits mostly cytotoxic | 360,000 tested, 1.6% active;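 further: NT is the 2HG producing partner of a matched IDH1 knockdown line; potency means the concentration at half of the fitted maximal effect; 0% = DMSO-treated cells and -100% = media-only wells without cells; nearly all actives have a fitted effect of over 55% in size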
#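 750 cells/well, RPMI + 5% FBS; 2 h settle, compound pin-transfer, 48 h at 37 degrees C. CellTiter-Glo 10 min RT, luminescence. Normalized to DMSO and media-only wells.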
# D3 ag: D3 dopamine receptor (human) agonism | P35462 | D3R DiscoveRx beta-arrestin cells, luminescence, 90 min | max activation, % | 410,000 tested, 0.58% active | AID 652048; in the data active means max activation above about 30%; further: 0% is about no effect; mostly tested at two doses, the higher about 12 µM
# Target sequence (P35462 whole entry, looked up): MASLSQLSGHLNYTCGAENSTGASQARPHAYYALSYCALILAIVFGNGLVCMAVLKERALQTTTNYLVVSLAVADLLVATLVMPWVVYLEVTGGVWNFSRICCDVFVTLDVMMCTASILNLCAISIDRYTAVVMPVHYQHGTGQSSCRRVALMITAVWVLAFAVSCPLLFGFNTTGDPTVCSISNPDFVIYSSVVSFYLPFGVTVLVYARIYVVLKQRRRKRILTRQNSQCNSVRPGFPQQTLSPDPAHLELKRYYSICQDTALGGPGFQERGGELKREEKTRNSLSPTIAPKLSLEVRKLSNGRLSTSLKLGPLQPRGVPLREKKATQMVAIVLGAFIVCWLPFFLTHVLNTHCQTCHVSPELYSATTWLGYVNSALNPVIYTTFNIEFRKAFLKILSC
#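 Agonist mode: compounds and dopamine controls were applied to plated cells for 90 min at 37 degrees C after an overnight attachment at 1500 cells/well. Luminescent read-out followed 30 - 60 minutes at room temperature with DiscoveRx detection reagent.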
# * = called active by the depositor; ? = inconclusive; . = no result given; [ ] = remark or other dose. Unless noted, the call rests on the fitted dose curve; in most records, active means well fitted curve in the direction sought with a large enough effect; inconclusive means small, poorly fitted or top-dose-only effect, or another doubt; inactive means no such curve, though single readings can be large; an effect the other way counts as inactive or inconclusive. Random draw from the library; overall some 11% were active at least once.
SMILES,KB-V1 cytotox,HEK293 tox,HT1080 IDH1KD tx,MCF10A rereplic,SW480 rerep,IL1B secr inh,KB-3-1 cytotox,HT1080-NT tox,D3 ag
CC1CCCN(C(=O)CN2CCN(C(=O)c3ccco3)CC2)C1 (stereo not given),0.0%,-0.7%,?,?,1.2%,-8.0,-18.7%,-10.5%,-1.4
CNC(=O)c1cc(NC(=O)N(CCC#N)CCN(C(=O)NC(Cc2ccccc2)C(=O)NC(CC(C)C)C(=O)NC)c2ccccc2)ccc1OC (stereo not given),1.3%,-0.1%,0.3%,?,6.1%,11.8,0.6%,3.0%,-14.8
CC(=NCc1ccccc1)C1=C(O)COC1=O,28.6%,16.8%,-2.2%,7.3%,-4.8%,-8.9,?,0.3%,-4.6
CC(=O)NC(C1C(=O)CC(C)(C)CC1=O)(C(F)(F)F)C(F)(F)F,6.0%,-9.5%,8.0%,?,10.3%,0.0,0.4%,4.0%,9.5
O=C(Nc1nc2c(s1)CN(Cc1ccccc1)CC2)C1CCC1,-22.8%,16.0%,-0.6%,0.0%,-3.6%,-10.6,7.9%,-13.8%,-15.7
C/C(=N\NC(=O)c1ccc(NS(=O)(=O)c2cccs2)cc1)c1ccc(Cl)cc1,-3.2%,1.4%,-0.4%,0.2%,-12.3%,-5.5,2.9%,-0.1%,-0.1
COc1ccc(C)cc1S(=O)(=O)NC1CCCC1,2.2%,-2.3%,6.1%,3.5%,-2.1%,-4.6,6.4%,11.9%,2.7
c1ccc2c(-c3[nH]ncc3CNCCCn3ncc4ccccc43)cccc2c1,?,4.6%,?,?,?,?,-0.1%,?,-24.3
COc1cc(C(=O)COC(=O)c2cccs2)cc(OC)c1OC,19.8%,11.9%,0.2%,1.2%,-6.1%,-0.1,13.2%,2.9%,-5.5
COc1ccc(-c2nc(SC(C)C(=O)c3c(N)n(C)c(=O)n(C)c3=O)n[nH]2)cc1 (stereo not given),-4.7%,0.0%,-0.3%,-0.7%,-12.8%,51.3,-2.6%,3.0%,-5.8
Cc1c(/C=N/NC(N)=O)c2ccccn2c1C(=O)c1ccc(F)cc1,18.4µM*,?,-27.5%,18.7%,-3.7%,-70.1*,11.9%,-14.5%,-4.3
Nc1cccc2c1C(=O)N(C(=O)c1ccc(Cl)c(S(=O)(=O)N3CCCCCC3)c1)C2=O,-2.0%,.,-2.1%,-2.5%,0.4%,9.8,1.4%,-6.6%,-4.5
CCCC12CN3CC(CCC)(CN(C1)C3c1ccc(OC(C)C)cc1)C2=O (stereo not given),-18.2%,3.7%,.,.,.,.,1.8%,.,-13.4
C#CCOc1ccccc1CNC1CCN(Cc2ccccc2)CC1,-21.8%,-19.0%,0.0%,11.6%,11.2%,-3.0,-7.5%,-6.3%,-5.4
[O-][N+]12CC[N+]([O-])(CC1)c1ccccc12,5.4%,10.7%,7.4%,5.7%,-0.9%,42.9,2.3%,-2.1%,0.7
CC(=O)N1c2c(cc(Br)cc2S(=O)(=O)N2CCOCC2)CC1C (stereo not given),-6.8%,35.8%,1.9%,1.9%,-14.3%,-4.5,-2.6%,9.0%,-2.0
Cc1ccc(C)c(NC(=O)COC(=O)c2cc(=O)c3ccccc3o2)c1,6.2%,2.8%,17.6%,8.5%,-11.0%,?,-1.2%,16.5%,-1.7
COc1ccc(CNC(=O)CN(C(=O)CCC(=O)Nc2ccccn2)c2ccc(C)cc2)cc1,?,7.1%,-6.5%,1.8%,-5.7%,-11.4,-4.6%,-10.0%,-2.3
O=C(COc1ccc(Cl)cc1)N(Cc1ccco1)C1CCS(=O)(=O)C1 (stereo not given),-16.6%,-7.3%,1.5%,1.9%,-2.5%[9.22 µM],-4.9,-2.5%,5.5%,-2.8
COc1ccc2c(c1)CC(C(=O)NCCCN1CCN(c3ccc(F)cc3)CC1)CO2 (stereo not given),-1.5%,-8.4%,.,.,.,.,1.5%,.,-16.2

# Whole records, looked up by structure. Order of values: KB-V1 cytotox | HEK293 tox | HT1080 IDH1KD tx | MCF10A rereplic | SW480 rerep | IL1B secr inh | KB-3-1 cytotox | HT1080-NT tox | D3 ag
# `CC(=NCc1ccccc1)C1=C(O)COC1=O` across the screens: 28.6% | 16.8% | -2.2% | 7.3% | -4.8% | -8.9 | ? | 0.3% | -4.6
# `[O-][N+]12CC[N+]([O-])(CC1)c1ccccc12` across the screens: 5.4% | 10.7% | 7.4% | 5.7% | -0.9% | 42.9 | 2.3% | -2.1% | 0.7

# Structures shown so far containing a Cl atom (3):
SMILES,KB-V1 cytotox,HEK293 tox,HT1080 IDH1KD tx,MCF10A rereplic,SW480 rerep,IL1B secr inh,KB-3-1 cytotox,HT1080-NT tox,D3 ag
C/C(=N\NC(=O)c1ccc(NS(=O)(=O)c2cccs2)cc1)c1ccc(Cl)cc1,-3.2%,1.4%,-0.4%,0.2%,-12.3%,-5.5,2.9%,-0.1%,-0.1
Nc1cccc2c1C(=O)N(C(=O)c1ccc(Cl)c(S(=O)(=O)N3CCCCCC3)c1)C2=O,-2.0%,.,-2.1%,-2.5%,0.4%,9.8,1.4%,-6.6%,-4.5
O=C(COc1ccc(Cl)cc1)N(Cc1ccco1)C1CCS(=O)(=O)C1 (stereo not given),-16.6%,-7.3%,1.5%,1.9%,-2.5%[9.22 µM],-4.9,-2.5%,5.5%,-2.8

# (listing goes on)
SMILES,KB-V1 cytotox,HEK293 tox,HT1080 IDH1KD tx,MCF10A rereplic,SW480 rerep,IL1B secr inh,KB-3-1 cytotox,HT1080-NT tox,D3 ag
CC(=O)c1cc(C(=O)N2CCc3c([nH]c4ccccc34)C2C2CCCCC2)[nH]n1 (stereo not given),?,-2.5%,-4.2%,1.46µM*,11.2%,-0.9,5.4%,-23.1%,4.7
Cc1nc(N/N=C/c2cccc(F)c2)cc(N2CCOCC2)n1,?,21.6%,-1.4%,1.4%,?,-96.7*,-16.2%,-0.8%,-0.7
OC(COCC1COc2ccccc2O1)CN1CCCCC1 (stereo not given),14.7%,18.4%,0.7%,21.2%,0.9%,-24.0,3.8%,-2.5%,-10.5
CCc1ccc2c(c1)NC(=O)C2(C)Cc1ccccc1OC (stereo not given),-22.7%,-14.7%,?,.,.,38.6,0.0%,?,-5.4
COc1ccc(NC(=O)c2nc[nH]c2C(=O)N[C@H](C)c2ccccc2)cc1,0.0%,-7.0%,-14.7%,?,-0.3%,3.3,0.0%,-15.8%,0.1
CSc1nc(N)c2c3c(sc2n1)CN(C)CC3,9.9%,-2.8%,12.2%,5.6%,-18.6%,3.1,-0.2%,11.1%,3.6
N#CC1=C(N)Oc2c(ccc3cccnc23)C1c1ccncc1 (stereo not given),-23.4%,0.0%,?,?,?,.,-14.8%,-23.9%,14.3
COc1ccc(N2c3ccccc3CN(Cc3ccccc3)[C@@H](C)[C@H]2Cc2cccnc2)cc1,8.1%,0.0%,?,.,.,22.8,-1.1%,?,1.8
Cc1cccc(C)c1OCC(=O)Nc1cccc(C(=O)O)c1,-0.8%,-1.7%,8.8%,-2.4%,-2.1%,8.4,0.7%,11.7%,-1.4
O=C(Nc1cccc(S(=O)(=O)N2CCOCC2)c1)c1cc2ccccc2o1,-2.5%,-16.4%,-9.2%,-10.1%,12.7%,-11.2,-0.5%,-3.3%,-12.7
COc1ccc(CC(=O)Nc2sc3c(c2C(=O)Nc2c(C)cccc2C)CCCCC3)cc1,?,3.8%,.,.,.,.,?,.,8.6
CC(=O)NS(=O)(=O)c1ccc(NC(=O)c2cc(-c3cccs3)nc3ccccc23)cc1,1.3%,30.1%[activator],-5.5%,9.0%,.,0.0,?,-2.4%,-3.4
CCOC(=O)c1nn(-c2ccc(Cl)cc2C)ccc1=O,?,12.0%,-0.2%,3.2%,?,0.5,6.9%,-8.7%,8.4
CCCOc1ccc(C(=O)N2CCCc3ccccc32)cc1,?,-10.3%,-8.6%,15.4%,-3.7%,19.3,-7.0%,-4.4%,-2.0
Cn1sc(NC(=O)c2cccc(Cl)c2)nc1=O,-2.7%,-10.4%,-4.7%,-0.8%,-3.6%,5.0,-2.5%,-5.9%,3.1
Cc1ccccc1C(=O)N1CCC(C(=O)O)CC1,-2.1%,9.0%,7.8%,-1.2%,-2.7%,9.2,0.2%,4.7%,6.9
COc1cc(CNCc2ccccn2)ccc1OCc1ccccc1Cl,?,6.2%,-23.0%,?,.,-18.1,?,-20.0%,-6.8
O=C(CN1C(=O)NC2(CCOc3ccccc32)C1=O)c1ccc(F)cc1 (stereo not given),13.0%,7.0%,-1.9%,.,.,20.9,5.9%,-0.9%,-2.2
O=S(=O)(c1cccc(-n2cnnn2)c1)N1CCOCC1,-5.8%,19.3%,23.4%,?,-4.8%,8.0,-1.2%,10.0%,11.6
CC1(C)CC(=O)C(N=Nc2ccc(S(=O)(=O)N3CCCCCC3)cc2)=C(O)C1,5.6%,-15.9%,6.0%,9.0%,-7.8%,-5.8,-0.8%,12.4%,-1.4
CN(C)CCNCc1ccc(OC2CCCC2)cc1,?,1.2%,-6.1%,5.8%,0.8%,0.0,4.6%,-22.6%,-0.3
COC(=O)c1sc(NC(=O)CSc2nc3cccnc3n2C2CCCCC2)nc1C,-8.0%,9.5%,-1.8%,-4.8%,13.6%,8.4,-6.6%,-3.5%,7.8
CC(C)(C)C(=O)Nc1ccc(Cl)c(-c2nc3ccccc3[nH]2)c1,-1.0%,1.4%,.,.,.,.,0.9%,.,3.0
CC(C)CN(C(=O)CC(C)c1ccccc1)c1c(N)n(Cc2ccccc2)c(=O)[nH]c1=O (stereo not given),-8.7%,8.7%,5.2%,3.0%,-1.5%,5.3,9.6%,-2.7%,4.4
